GlmU inhibition: inhibition of mycobacterial GlmU enzyme – biochemical, glucosamine-1-phosphate acetyltransferase (AID 1376). M. tuberculosis GlmU acetyltransferase enzyme assay; higher % means a stronger effect. 220,000 tested, 0.25% active. inhibition, %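 (tested at 30 µM in the primary screen)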; hits with a dose series show IC50 in µM; in the data active = inhibition above about 13%;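 also: 0% = complete reaction with vehicle and 100% = reaction without substrate; strong numbers were not always called active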
RmlCD inh 1536: inhibitors of Mycobacterium tuberculosis RmlC and RmlD coupled enzymes | P9WH09+P9WH11 | RmlC+RmlD coupled enzyme assay, percent inhibition; primary screen in compound mixtures | inhibition, % at 3.6 µM | 160,000 tested, 0.03% active | AID 1533; in the data active = inhibition mostly above about 34%, no sharp cut-off; also: some results filed as inactive read as strong as hits
Target sequence (P9WH09 whole entry, looked up): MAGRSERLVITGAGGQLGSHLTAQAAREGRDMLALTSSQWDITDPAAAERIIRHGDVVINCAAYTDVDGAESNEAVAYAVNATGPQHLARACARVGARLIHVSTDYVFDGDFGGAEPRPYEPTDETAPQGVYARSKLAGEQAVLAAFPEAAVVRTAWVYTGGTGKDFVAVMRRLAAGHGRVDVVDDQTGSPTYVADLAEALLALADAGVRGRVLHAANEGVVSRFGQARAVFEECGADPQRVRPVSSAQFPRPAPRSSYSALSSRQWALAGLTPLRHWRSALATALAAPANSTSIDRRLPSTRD
Target sequence (P9WH11 whole entry, looked up): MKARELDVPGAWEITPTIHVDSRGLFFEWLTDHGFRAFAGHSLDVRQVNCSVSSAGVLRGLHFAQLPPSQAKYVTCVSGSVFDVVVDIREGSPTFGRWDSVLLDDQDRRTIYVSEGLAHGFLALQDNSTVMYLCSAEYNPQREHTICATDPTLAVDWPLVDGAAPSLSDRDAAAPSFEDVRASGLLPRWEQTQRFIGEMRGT
Numbers without * were called inactive; x = not tested or not shown. The list is partial, so the mix of outcomes need not match the whole.

SMILES	GlmU inhibition	RmlCD inh 1536
O=C(NC(NC(=S)Nc1cc(Cl)ccc1Cl)C(Cl)(Cl)Cl)c1ccco1 (stereo not given)	-4.1%	x
O=[N+]([O-])c1cncc([N+](=O)[O-])c1Nc1ccccc1Cl	-2.5%	12
Cc1nc2c3cnn(-c4ccccc4)c3ncn2n1	1.4%	-5
CC(C(=O)OCC(=O)c1ccccc1)N1C(=O)c2ccccc2C1=O (stereo not given)	2.5%	-9
Clc1ccc(-c2nc3nc4ccccc4nc3n2Cc2ccco2)cc1	-5.0%	75
Cc1[nH]n(-c2ccccc2)c(=O)c1C1(C(F)(F)F)C(=O)N(c2ccc(F)cc2)C2=C1C(=O)CC(C)(C)C2 (stereo not given)	1.2%	12
CS(=O)(=O)N(CC(=O)NCCc1ccccc1)c1cccc([N+](=O)[O-])c1	-4.0%	5
CN(Cc1nc2ccccc2c(=O)[nH]1)C(=O)c1ccc(S(=O)(=O)N(C)C)cc1	-1.2%	x
O=C1c2ccccc2CC1Sc1nnc(-c2ccncc2)o1 (stereo not given)	0.9%	10
COc1cc2c(=O)n(CCC(=O)NCC3CCCO3)c(=O)n(CC(=O)c3ccc(Cl)cc3)c2cc1OC (stereo not given)	-2.7%	-2
Cc1cc(C(=O)N2CCN(c3cccc(Cl)c3)CC2)c(C)o1	2.9%	-2
CC1=NN(c2ccccc2)C(=O)C1C=Nc1ccc(N(C)C)cc1 (stereo not given)	6.1%	1
Cc1cc(C)nc(/N=C(\N)Nc2ccc(-c3ccccc3)cc2)n1	-9.6%	8
CC(C)(C)NC(=S)NC(C)(C)C	-3.3%	3
Nc1c(C(=O)O)ccc2c1C(=O)c1ccccc1C2=O	5.8%	-12
CCCCC1=CC2=CC(=O)C(C)(O)C(=O)C2=CO1 (stereo not given)	-3.2%	x
CCNC(=S)Nc1ccc(Cc2ccncc2)cc1	0.4%	-8
COc1ccc([N+](=O)[O-])cc1NC(=O)C(C)Sc1nc(C)c(C)c(C)n1 (stereo not given)	-5.3%	-2
Cc1ccc2oc(-c3cccc(NC(=O)Cc4cccs4)c3)nc2c1	2.6%	-6
CC(Sc1nnc(Cc2ccc([N+](=O)[O-])cc2)o1)C(N)=O (stereo not given)	1.3%	29
CCc1cc(C(=O)OC)c(NC(=O)C2CC(=O)NN2Cc2ccccc2)s1 (stereo not given)	0.9%	23
S=C(NCCc1ccc(Cl)cc1)NC1CC1	4.8%	-16
COc1cc2c(cc1OC)CN(C(=S)Nc1cccc(Cl)c1C)CC2	-7.2%	x
O=C(/C=C/c1ccco1)NC(=S)Nc1nc(-c2ccc3ccccc3c2)cs1	3.6%	-11
COc1cc(NC(=S)NCCc2ccccc2)c(OC)cc1NC(=O)C(C)C	-3.4%	4
CCNC(=S)N(Cc1cc2cccc(C)c2[nH]c1=O)C1CCCC1	1.4%	-14
O=C1CSC(c2cccnc2)N1Cc1ccc(Cl)c(Cl)c1 (stereo not given)	-8.5%	-7
CCCn1nnc(NC(=O)c2cccc(Cl)c2)n1	3.4%	-8
CCCn1c(SCC(=O)Nc2sc(C)c(C)c2C(=O)OCC)nc2c1c(=O)n(C)c(=O)n2C	x	13
COc1ccc(CN2C(=O)CC(C(=O)NCCc3ccc(S(N)(=O)=O)cc3)SC2=Nc2ccccc2)cc1 (stereo not given)	-0.9%	-5
COCC1CCN(Cc2cn(Cc3ccccc3)nc2-c2cc3ccccc3o2)CC1	-0.2%	8
CC(C)[C@@H]1NC(=O)c2cc([N+](=O)[O-])cc(I)c2NCCC[C@@H](C(=O)NC(CC(=O)O)C(N)=O)NC(=O)[C@H](CO)NC1=O (stereo not given in full)	-1.0%	x
CCOC(=O)C1=C(c2ccccc2)Nc2ncnn2C1c1ccc(C(=O)O)cc1 (stereo not given)	-7.1%	-6
COc1ccc(-c2c(C)oc3c(CN4CCN(CCO)CC4)c(O)ccc3c2=O)cc1OC	x	-1
Cc1ccc(P(=O)(O)c2ccc(C)cc2)cc1	-2.9%	x
CCCCCc1c(C)nc(Nc2nc(C)c3cc(OC)ccc3n2)[nH]c1=O	5.8%	-15
Cc1[nH]c2ccccc2c1/C=N/NC(=O)c1cccs1	-2.2%	x
O=C(NC1CCCCCC1)C1CCN(S(=O)(=O)c2ccc(F)cc2)CC1	8.3%	-8
COc1ccc([N+](=O)[O-])cc1NC(=O)c1ccc(CN(c2ccccc2)S(C)(=O)=O)cc1	3.2%	x
O=C(N/N=C1/CN2CCC1CC2)c1cc2ccccc2cc1O	1.9%	2
Cc1cc(C)c(C#N)c(SCS(=O)Cc2ccccc2)n1 (stereo not given)	-3.8%	33
CCc1ccc(S(=O)(=O)N2CC(=O)Nc3ccccc32)cc1	0.7%	x
CCOC(=O)c1nc2nc(C)cc(=O)n2[nH]1	5.5%	-9
O=C(CN1C(=O)c2ccccc2C1=O)NCC(=O)OCC(=O)c1ccc(Cl)cc1	0.8%	x
COc1cnc(NS(=O)(=O)c2ccc(N)cc2)nc1	-2.4%	x

Profiles from above. Values in the order: GlmU inhibition | RmlCD inh 1536
Entry for COc1ccc(-c2c(C)oc3c(CN4CCN(CCO)CC4)c(O)ccc3c2=O)cc1OC : x | -1
Entry for Cc1ccc(P(=O)(O)c2ccc(C)cc2)cc1 : -2.9% | x
Entry for Cc1[nH]c2ccccc2c1/C=N/NC(=O)c1cccs1 : -2.2% | x

Filtered by structure: the compounds so far containing an aryl methoxy group (9)
SMILES	GlmU inhibition	RmlCD inh 1536
COc1cc2c(=O)n(CCC(=O)NCC3CCCO3)c(=O)n(CC(=O)c3ccc(Cl)cc3)c2cc1OC (stereo not given)	-2.7%	-2
COc1ccc([N+](=O)[O-])cc1NC(=O)C(C)Sc1nc(C)c(C)c(C)n1 (stereo not given)	-5.3%	-2
COc1cc2c(cc1OC)CN(C(=S)Nc1cccc(Cl)c1C)CC2	-7.2%	x
COc1cc(NC(=S)NCCc2ccccc2)c(OC)cc1NC(=O)C(C)C	-3.4%	4
COc1ccc(CN2C(=O)CC(C(=O)NCCc3ccc(S(N)(=O)=O)cc3)SC2=Nc2ccccc2)cc1 (stereo not given)	-0.9%	-5
COc1ccc(-c2c(C)oc3c(CN4CCN(CCO)CC4)c(O)ccc3c2=O)cc1OC	x	-1
CCCCCc1c(C)nc(Nc2nc(C)c3cc(OC)ccc3n2)[nH]c1=O	5.8%	-15
COc1ccc([N+](=O)[O-])cc1NC(=O)c1ccc(CN(c2ccccc2)S(C)(=O)=O)cc1	3.2%	x
COc1cnc(NS(=O)(=O)c2ccc(N)cc2)nc1	-2.4%	x

Quoted from the listing.
GlmU inhibition, O=C1CSC(c2cccnc2)N1Cc1ccc(Cl)c(Cl)c1 (stereo not given) → -8.5%
GlmU inhibition, O=C(/C=C/c1ccco1)NC(=S)Nc1nc(-c2ccc3ccccc3c2)cs1 → 3.6%
GlmU inhibition, O=C(NC(NC(=S)Nc1cc(Cl)ccc1Cl)C(Cl)(Cl)Cl)c1ccco1 (stereo not given) → -4.1%
GlmU inhibition, COc1cc2c(=O)n(CCC(=O)NCC3CCCO3)c(=O)n(CC(=O)c3ccc(Cl)cc3)c2cc1OC (stereo not given) → -2.7%

More records
SMILES	GlmU inhibition	RmlCD inh 1536
Cc1c(/C(O)=C2\C(=O)C(=O)N(CCN(C)C)C2c2cccs2)cnn1-c1ccccc1 (stereo not given)	-2.6%	x
CCn1cc(C2=NCC(C)O2)c2ccccc21 (stereo not given)	1.4%	x
CCOc1cc2[nH]c(=O)n(Cc3cccc(OC)c3)c(=O)c2cc1OCC	5.7%	x
CC1CCN(CC(=O)NCc2ccco2)CC1	6.4%	-7
COc1cc(NC(=O)CSc2nnc(Cn3nnc4ccccc43)n2C)cc(OC)c1	2.8%	x
CCSc1oc(-c2ccccc2)nc1S(=O)(=O)c1ccccc1	2.7%	7
O=C(NCCc1csc(-c2cccnc2)n1)c1ccco1	-1.8%	12
O=C(CSc1nc2cccnc2n1Cc1ccccc1)NCc1ccco1	-2.5%	-7
O=C(Nc1nc2ccccc2[nH]1)c1cccs1	2.7%	4
Cc1nnc(C)c2c(C)n(-c3cccc4cccnc34)c(C)c12	0.9%	5
O=C(NCCCn1ccnc1)c1ccc(Cl)cc1[N+](=O)[O-]	2.5%	x
CCN1C=C(Cc2ccccc2C)C2=C(C1)C(c1ccccc1C)C(C#N)=C(N)O2 (stereo not given)	-1.4%	7
Cc1ccc(/C=C/C(=O)NCc2ccncc2)cc1	-3.8%	0
Cc1ccc2nc(NC(=S)NC(=O)c3ccco3)sc2c1	0.4%	6
O=C(CCC1CCCCC1)NCc1ccc(F)cc1	-1.7%	4
Cc1ccc(C)c(S(=O)(=O)N2CCN(C(=O)c3cnccn3)CC2)c1	3.4%	x
CCOc1ccc2nc(NC(=O)COc3ccc(N(C)S(=O)(=O)c4ccc(C)cc4)cc3)sc2c1	-6.3%	4
O=C(CCSc1nnc(-c2ccco2)o1)Nc1ccc(Cl)cc1	7.0%	-1
CCO[C@H]1OC(C(=O)NCc2nc3ccccc3[nH]2)=C[C@@H](C)[C@@H]1CCCO	1.5%	x
CC(=O)N/C(=N\OCc1ccccc1Cl)c1nonc1NC(C)=O	1.2%	-9
CCN(Cc1ccccc1)C(=O)c1c[nH]c2ccc(S(=O)(=O)N(C)CCC#N)cc2c1=O	1.1%	x
CC1(C)Cc2c(c(-c3ccccc3)nc3[nH][nH]c(=O)c23)CO1	1.6%	2
COc1ccc(CC(=O)NNc2ncnc3c2cnn3C)cc1	2.7%	x
COc1cccc(CN2CCN(C3CCN(c4cccc(C)c4C)CC3)CC2CCO)c1 (stereo not given)	1.4%	20
O=C1C2C3C=CC(C4CC34)C2C(=O)N1CCc1ccccc1 (stereo not given)	2.3%	3
COCC(=O)OCC(=O)Nc1cc(C(C)(C)C)nn1-c1ccccc1	4.6%	1
CNC(=O)c1ccc(CNC(=O)OCC(F)(F)F)cc1	-0.4%	x
CCC1CSC(Nc2ccc(C(=O)/C=C/c3ccc(OC)c(OC)c3)cc2)=N1 (stereo not given)	-1.1%	-1
Brc1cccc(CSc2nnc(-c3ccncc3)o2)c1	-2.7%	x
Cc1c(Cl)cccc1NC(=S)N1CC2CC(C1)c1cccc(=O)n1C2 (stereo not given)	5.9%	14

A run of entries from further up, for reference:
SMILES	GlmU inhibition	RmlCD inh 1536
Cc1ccc(C)c(S(=O)(=O)N2CCN(C(=O)c3cnccn3)CC2)c1	3.4%	x
CCOc1ccc2nc(NC(=O)COc3ccc(N(C)S(=O)(=O)c4ccc(C)cc4)cc3)sc2c1	-6.3%	4
O=C(CCSc1nnc(-c2ccco2)o1)Nc1ccc(Cl)cc1	7.0%	-1
CCO[C@H]1OC(C(=O)NCc2nc3ccccc3[nH]2)=C[C@@H](C)[C@@H]1CCCO	1.5%	x
CC(=O)N/C(=N\OCc1ccccc1Cl)c1nonc1NC(C)=O	1.2%	-9

Next results
SMILES	GlmU inhibition	RmlCD inh 1536
COc1ccc(N(CC(=O)Nc2ccc(S(=O)(=O)N3CCCCC3)cc2)S(C)(=O)=O)cc1OC	-1.7%	20
Cn1nc(CSc2ccccc2)c(C=O)c1Cl	1.4%	5
Cc1[nH]c(C(=O)O)c(C)c1C(=O)OC(C)C	1.4%	7
COc1ccc(C(=O)n2nnc3ccccc32)cc1Br	4.3%	-1
O=C(CCN1C(=O)C2C3C=CC(C3)C2C1=O)NCCc1ccccc1Cl (stereo not given)	-0.8%	62
COc1ccc(C2CC(C(F)(F)F)n3nc(C(=O)Nc4c(C)n(C)n(-c5ccccc5)c4=O)c(Cl)c3N2)cc1 (stereo not given)	1.2%	6
CCOc1ccc(C(=O)Nc2cc(NC(=O)c3ccc(OCC)c(Cl)c3)cc(C(=O)O)c2)cc1Cl	-0.8%	10
CCN1/C(=C\C=C2\C(=O)N(C)C(=S)N2C)Sc2ccccc21	-4.6%	-7
CCc1cc(=S)n2c([nH]c3ccccc32)c1C#N	12%	8
COc1cc(C2CC(=O)c3c(O)cc(O)cc3O2)ccc1O (stereo not given)	1.2%	-8
O=C(NCc1cccs1)C(Cc1ccccc1)NS(=O)(=O)c1cccs1 (stereo not given)	-0.8%	-1
CCS(=O)(=O)N1CCCC(C(=O)NC2CCCC2)C1 (stereo not given)	-1.6%	x
COCCNC(=O)C1CC(c2cccc(F)c2)=NO1 (stereo not given)	5.3%	x
COc1ccccc1CNC(=O)c1cnn2c(C(F)F)cc(C)nc12	25%	44
COc1ccc(-c2nc3cccc(C)n3c2NCC2CCCO2)cc1O (stereo not given)	3.1%	-1
O=S(=O)(Cc1ccccc1)N1CCN(C/C=C/c2ccccc2)CC1	-4.0%	x
Cc1cccc(NC(=O)CSc2nc3[nH]ncc3c(=O)n2-c2ccccc2)c1	0.4%	x
CCOC(=O)c1[nH]c2ccc(OC)cc2c1NC(=O)c1ccc(OC)c(OC)c1	1.5%	x
Nc1nc(SCC(=O)NCC2CCCO2)n[nH]1 (stereo not given)	-0.6%	x
O=C1/C(=C/c2ccncc2)SC(=S)N1C1CCCCC1	-1.1%	9
Cc1ccc2c(CC(=O)NC3=NCCS3)coc2c1	2.4%	x
COc1ccc(/C=C(\CC(=O)O)c2nc3ccccc3s2)cc1O	-4.9%	5
Nc1ncc([N+](=O)[O-])cc1Br	2.8%	-4
O=C(NCc1ccccn1)C(=O)N/N=C/c1ccccc1O	0.7%	-10
COc1cc(NC(=O)c2cccs2)c(OC)cc1NC(=O)CCn1nnc2ccccc21	2.6%	-1
S=C(NCC1CCCO1)Nc1cccc2ccccc12 (stereo not given)	3.5%	x
COc1ccccc1C(=O)Nc1ccc(S(=O)(=O)Nc2cc(C)on2)cc1	-2.1%	x
C=CCn1c(SCC(=O)Nc2ccccc2OC)nc(O)c(CC)c1=O	3.3%	x
O=C(COC(=O)c1ccccc1)c1ccc(Br)cc1	1.2%	-9
COC(=O)[C@H]1C[C@@H]1[C@H](NC(=O)[C@H]1C[C@@H]1[C@H](NC(=O)OCc1ccccc1)c1ccccc1)c1ccccc1	0.5%	x
COc1ccc(NC(=O)C2=C(C)Nc3nc(CCCO)nn3C2c2ccc(OC)c(OC)c2)cc1 (stereo not given)	6.2%	17
CCCCC(=NCCc1c(C)[nH]c2ccccc12)C1=C(O)CC(c2ccccc2)CC1=O (stereo not given)	1.7%	5

Screening results from PubChem.
